Assay outcomes (PubChem BioAssay)
MEKK2 mut-MEK5: signal of MEK5 binding to mutant human MEKK2 PB1 domain | bead flow cytometry, Alexa488-MEK5 binding to MEKK2 mutant | AID 1530 | actives 0.35% (n = 290,000) | percent response, % at 10 µM; in the data active means percent response above about 24%, passing the limit was not always enough; further: inactives centre near 1; some results filed as inactive read as strong as hits; reference of the scale not given here
CRFBP-R2 agonist: CRF-BP/CRF-R2 complex agonism; HEK293 CRF-R2/CRF-BP, calcium dye fluorescence (FLIPR); percent of saturating CRF peptide response; activation, % at 13.2 µM; actives 0.46% (n = 350,000); AID 588473;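 active means activation of at least 50%, plus an integration ratio under a set limit after plate pattern correction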;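 further: plate controls were neutral control wells without compound for no effect and CRF at EC100 for full effect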
MEKK2wt PB1 HTS: raises or lowers MEK5 binding to wildtype human MEKK2 PB1 domain | Q9Y2U5 | bead flow cytometry, Alexa488-MEK5 binding to MEKK2 WT; actives lie on both sides | binding response (% of control), % at 10 µM | actives 1.1% (n = 290,000); in the data active means binding response below about 67% or above about 130%
CRFR2-BP antag: antagonists of CRF-binding protein/CRF-R2 receptor complex | HEK293 CRF-R2/CRF-BP, CRF-induced calcium fluorescence | inhibition, % at 11.8 µM | actives 0.59% (n = 350,000);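 active means inhibition of the ligand-induced calcium signal above about 50% at the single tested concentration, limit read from the data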
DNA FID counter: displaces DNA intercalator in HCV helicase counter-screen | DNA fluorescent intercalator displacement, fluorescence | actives 0.17% (n = 290,000) | inhibition, % at 7.9 µM; in the data active means inhibition above about 37%;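 further: 0% = vehicle and 100% = reference compound; higher means more ethidium bromide displaced from hairpin DNA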
NS3 helicase inh: HCV NS3 helicase inhibition; NS3 helicase DNA unwinding, Cy5 molecular beacon fluorescence; inhibition, % at 10.9 µM; actives 0.56% (n = 290,000); AID 1800;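 active means inhibition above the mean of all tested compounds plus 3 SD, set per campaign, cut at about 35% in these data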;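 further: 0% = DMSO wells and 100% = thioflavine S control wells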
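Assay system – hepatitis C virus NS3 helicase domain fragment enzyme · Buffer or medium – MOPS pH 6.5, MgCl2, DTT, Tween20, BSA · Reagent – Cy5/quencher beacon DNA duplex and ATP to start · Compound – single 10.9 µM dose · Timing – 1 h at 25 °C · Technique – Cy5 beacon fluorescence read at start and 1 h · Measure – % inhibition of unwinding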
GalR3 antagonist: antagonists of human GalR3 | HEK293 GalR3-CNG cAMP membrane potential fluorescence; galR3 body fused to GalR1 C-terminus | O60755 | inhibition, % at 3 µM | actives 0.44% (n = 360,000);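 active means inhibition above the screen-wide average plus 3 SD, cut at about 13% in these data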;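 further: forskolin and galanin both at EC90 stimulate the cells; cAMP rise reported by CNG channel membrane potential dye signal; 0% = forskolin plus galanin with DMSO and 100% = forskolin alone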
Target sequence (O60755 1-299 limits assumed): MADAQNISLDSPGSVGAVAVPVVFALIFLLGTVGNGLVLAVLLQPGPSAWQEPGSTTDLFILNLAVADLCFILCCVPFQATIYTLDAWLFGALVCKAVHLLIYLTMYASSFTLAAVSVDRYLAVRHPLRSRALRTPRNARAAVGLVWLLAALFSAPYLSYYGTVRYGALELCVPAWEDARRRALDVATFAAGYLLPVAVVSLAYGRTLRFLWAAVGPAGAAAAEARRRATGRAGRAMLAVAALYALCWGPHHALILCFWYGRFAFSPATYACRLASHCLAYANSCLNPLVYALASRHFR
SUMO HTRF inh: SUMOylation inhibition; P63279; HTRF SUMOylation assay, SAE1/SAE2 + UBC9, in vitro; inhibition, % at 35 µM; actives 0.36% (n = 290,000); AID 2006; in the data active means inhibition above about 50%, passing the limit was not always enough; further: strong numbers were not always called active
Target sequence (P63279 whole entry, looked up): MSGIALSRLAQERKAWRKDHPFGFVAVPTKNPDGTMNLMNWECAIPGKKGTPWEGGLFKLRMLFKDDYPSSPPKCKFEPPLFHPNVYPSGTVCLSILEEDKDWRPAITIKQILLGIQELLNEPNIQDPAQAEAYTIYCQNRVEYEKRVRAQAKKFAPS
MEKK3 PB1 HTS: MEKK3-MEK5 PB1 interaction, increase or decrease; bead-based flow cytometry, Alexa488-MEK5 binding to MEKK3; actives lie on both sides; 0 = blocked by unlabeled MEK5, 100 = vehicle; binding response (% of control), % at 10 µM; actives 1.4% (n = 290,000);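 active means binding response more than 3 SD above or below the average of its plate-row segment, actives on both sides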;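 further: Alexa488 bead fluorescence after subtracting the streptavidin-only scavenger bead signal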
Target sequence (Q99759 whole entry, looked up): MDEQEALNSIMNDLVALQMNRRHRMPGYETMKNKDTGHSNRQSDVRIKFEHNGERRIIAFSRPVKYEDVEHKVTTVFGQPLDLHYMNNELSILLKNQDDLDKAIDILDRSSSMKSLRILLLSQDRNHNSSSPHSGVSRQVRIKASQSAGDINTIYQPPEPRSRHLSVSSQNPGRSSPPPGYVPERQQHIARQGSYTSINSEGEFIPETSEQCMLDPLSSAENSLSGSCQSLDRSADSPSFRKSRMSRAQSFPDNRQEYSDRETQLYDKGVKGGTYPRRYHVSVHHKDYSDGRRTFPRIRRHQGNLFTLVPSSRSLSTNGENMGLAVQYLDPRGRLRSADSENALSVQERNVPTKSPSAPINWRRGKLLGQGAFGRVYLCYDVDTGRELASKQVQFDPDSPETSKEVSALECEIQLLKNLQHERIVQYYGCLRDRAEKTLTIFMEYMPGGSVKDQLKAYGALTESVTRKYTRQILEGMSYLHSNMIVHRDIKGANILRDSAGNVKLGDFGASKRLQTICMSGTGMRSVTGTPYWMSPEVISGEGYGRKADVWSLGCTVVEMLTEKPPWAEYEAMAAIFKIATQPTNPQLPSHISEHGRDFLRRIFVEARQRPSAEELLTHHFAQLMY
* marks the source's active call; other numbers are inactive results; . = no result given. The list is partial (hit frequency here may not be typical).

The opening 3 compounds, ahead of the listing:
SMILES	MEKK2 mut-MEK5	CRFBP-R2 agonist	MEKK2wt PB1 HTS	CRFR2-BP antag	DNA FID counter	NS3 helicase inh	GalR3 antagonist	SUMO HTRF inh	MEKK3 PB1 HTS
S=C(NCc1ccc(Cl)cc1Cl)NC1CCCCC1	1.0	30.1	101.0	-5.2	-6.5	0.3	-4.1	7.4	105.0
Cc1cc(OCc2nnc(SCC(=O)O)n2-c2ccccc2)ccc1Cl	9.0	0.1	100.0	1.8	-26.4	-6.7	-2.2	5.9	104.0
Cn1c(C(=O)NCCN2CCN(Cc3ccccc3)CC2)cc2c(=O)n(C)c3ccccc3c21	4.0	-0.5	104.0	-0.3	.	.	-0.5	-4.6	106.0

The list itself, from the first entry:
SMILES	MEKK2 mut-MEK5	CRFBP-R2 agonist	MEKK2wt PB1 HTS	CRFR2-BP antag	DNA FID counter	NS3 helicase inh	GalR3 antagonist	SUMO HTRF inh	MEKK3 PB1 HTS
S=C(NCc1ccc(Cl)cc1Cl)NC1CCCCC1	1.0	30.1	101.0	-5.2	-6.5	0.3	-4.1	7.4	105.0
Cc1cc(OCc2nnc(SCC(=O)O)n2-c2ccccc2)ccc1Cl	9.0	0.1	100.0	1.8	-26.4	-6.7	-2.2	5.9	104.0
Cn1c(C(=O)NCCN2CCN(Cc3ccccc3)CC2)cc2c(=O)n(C)c3ccccc3c21	4.0	-0.5	104.0	-0.3	.	.	-0.5	-4.6	106.0
CCCCOc1ccc(C2C(=O)N(C3CCCCC3)CC(=O)N2CC2CCCO2)cc1 (centres undefined)	-3.0	-1.0	89.0	12.2	-37.2	-7.7	-3.7	-26.2	76.0
CC(=O)N1CCc2c(sc(NC(=O)CCS(=O)(=O)c3ccccc3)c2C(N)=O)C1	1.0	5.8	102.0	4.7	-8.8	6.2	-0.5	15.5	102.0
O=C(N/N=C/c1cc2c(cc1[N+](=O)[O-])OCO2)c1ccc2c(c1)OCO2	-2.0	-0.7	97.0	1.1	-4.2	15.4	-6.4	10.6	104.0
CCn1cc(Cl)c(C(=O)NNC(=O)CCn2nc(C)c([N+](=O)[O-])c2C)n1	10.0	-1.6	109.0	0.1	-1.2	2.8	-2.8	3.2	101.0
CCC(=O)NC(=S)Nc1ccc(NC(=O)c2cc3ccccc3o2)c(OC)c1	-7.0	2.0	93.0	16.6	4.6	-2.4	-5.3	30.9	98.0
Cc1cc(Cl)n2c(nc3cc(F)c(F)cc32)c1C#N	-2.0	6.8	103.0	-9.3	-3.5	5.8	-0.5	17.1	102.0
CCOC(=O)c1cccc(P(C)(C)=O)c1	0.0	0.0	100.0	5.7	-0.5	2.2	-0.3	-4.4	93.0
COc1ccc2oc(C(=O)c3ccccc3)c(N)c2c1	-1.0	0.6	96.0	11.1	-5.8	-15.2	-3.9	7.0	96.0
CC1(C)CC(=O)C2=C(C1)Nc1ccccc1NC2c1ccc(F)cc1 (centres undefined)	3.0	8.8	96.0	-29.7	-15.2	-10.7	-8.3	18.2	99.0
Cc1nn(CC(=O)N2CCc3ccccc3C2)c(C)c1Cl	1.0	-1.0	99.0	5.2	-24.4	-3.9	3.7	7.2	100.0
O=C1c2ccccc2C2(c3cc(C(F)(F)F)cc(C(F)(F)F)c3)NCCN12 (centres undefined)	-1.0	-1.0	99.0	-15.5	-32.0	-11.9	-13.0	-10.0	100.0
CCc1c(C)nc2cc(C)[nH]n2c1=O	1.0	-0.8	106.0	26.7	-4.5	4.8	0.0	30.1	104.0
COc1ccc(/C=C(\NC(=O)c2ccco2)C(=O)NCCc2nc3ccccc3[nH]2)cc1	0.0	-0.2	103.0	-8.1	-7.7	-2.1	1.7	12.4	102.0
C=C1CSc2nc(=O)c3c(C)c(C)sc3n21	2.0	8.8	105.0	0.2	-3.2	1.2	-3.2	8.8	105.0
CCc1ccc(OCC(=O)NC(=S)Nc2ccc(Br)c(C)n2)cc1	-8.0	-0.3	103.0	1.4	2.1	1.0	-6.4	17.2	104.0
Cc1cccc(NS(=O)(=O)c2cccc([N+](=O)[O-])c2)n1	5.0	-0.6	104.0	8.0	-1.1	4.3	-8.8	12.6	108.0
CN1C(=O)Cc2cc(S(=O)(=O)N3CCN(c4cccc(C(F)(F)F)c4)CC3)ccc21	6.0	3.5	105.0	-3.3	-33.7	18.6	-1.6	-5.3	107.0
COc1cc2c(cc1OC)CN(C(=O)CSc1nc3[nH]ncc3c(=O)n1-c1ccccc1)CC2	3.0	-1.4	107.0	9.1	-23.5	-0.1	.	20.0	105.0
O=c1[nH]cnc2[nH]ncc12	8.0	1.6	107.0	6.8	0.4	5.4	.	-13.9	119.0
Cc1ccccc1C1C2=C(Nc3[nH]n(-c4ccccc4)c(=O)c31)c1ccccc1C2=O (centres undefined)	-1.0	.	97.0	.	-31.6	16.0	.	24.2	100.0
C=CCn1c(SCC(=O)c2[nH]c(C)c(C(C)=O)c2C)nnc1-c1ccncc1	19.0	0.7	116.0	-8.7	-15.4	5.6	-2.3	-3.3	109.0
COc1ccc(CNc2nc(NCc3ccc(OC)cc3)n(C(=O)c3ccncc3)n2)cc1	4.0	4.5	105.0	7.7	-6.9	4.3	2.0	-16.2	102.0
Further compounds
SMILES	MEKK2 mut-MEK5	CRFBP-R2 agonist	MEKK2wt PB1 HTS	CRFR2-BP antag	DNA FID counter	NS3 helicase inh	GalR3 antagonist	SUMO HTRF inh	MEKK3 PB1 HTS
O=S(=O)(Nc1ccccc1C(F)(F)F)c1ccc(-c2ccccn2)s1	1.0	-1.0	99.0	13.8	-33.2	-11.9	-7.8	4.3	102.0
COc1cccc(/C=N/NC(=O)NC2CCCCC2)c1O	4.0	0.9	100.0	-12.5	-22.1	-8.5	-1.6	6.6	104.0
CCC(=O)Nc1nnc(SCC(=O)NCc2ccc3c(c2)OCO3)s1	0.0	-0.8	101.0	-0.8	-5.9	1.6	-2.6	6.0	98.0
Cc1ccc(S(=O)(=O)N2CCOCC2)c(C)c1-n1cnnn1	8.0	0.8	104.0	9.8	-0.7	0.7	-8.2	4.8	109.0
Cc1ccc(NC(=O)c2ccc(NCCCN3CCC(C)CC3)c([N+](=O)[O-])c2)cc1F	23.0	1.0	158.0*	-20.8	40.9*	-81.4	-6.8	12.5	105.0
CC(C)c1ccccc1NC1=CC(=O)CC(C)(C)C1	3.0	-3.2	101.0	-6.9	-4.4	-12.7	-3.8	0.1	99.0
CCOC(=O)C1(Cc2ccc(OC)cc2)CCN(C(=O)CCn2cccn2)CC1	-15.0	2.1	90.0	-16.4	-31.1	-11.4	-6.0	14.9	82.0
Cc1ccc(S(=O)(=O)N2CCOCC2)cc1NC(=O)c1cccc(S(=O)(=O)N2CCCC2)c1	-6.0	-1.2	92.0	-8.8	-20.4	-10.1	.	11.5	86.0
CCC(C)N1CCN(S(=O)(=O)c2ccc3ccccc3c2)CC1 (centres undefined)	2.0	0.0	101.0	-8.5	-0.4	-17.3	-12.1	-15.4	99.0
CC1CCN(C(=O)CCNS(=O)(=O)c2ccc3c(c2)oc(=O)n3C)CC1	1.0	-0.6	102.0	-8.0	-6.5	4.6	3.8	16.8	101.0
COc1ccccc1NS(=O)(=O)c1cc(NC(=O)c2ccc(Cl)nc2)ccc1Cl	0.0	-1.9	102.0	-12.6	-8.1	-3.8	-12.9	-28.8	97.0
O=C(NC(NC(=S)Nc1c(Cl)cccc1Cl)C(Cl)(Cl)Cl)OCc1ccccc1 (centres undefined)	0.0	-0.8	111.0	-48.8	-8.8	14.4	-2.6	-8.8	100.0
CCn1cc(Cl)c(C(=O)Nc2ccc3c(c2)OCCO3)n1	-15.0	-0.8	80.0	10.1	-10.5	-29.3	1.9	9.5	86.0
CCOc1ccccc1N1CCN(C(=O)c2c(Cl)cnn2C)CC1	8.0	-0.5	107.0	3.5	-35.1	1.0	-3.4	8.4	103.0
Cc1ccn2c(C(=O)N/N=C\c3cccs3)c(C)nc2c1	8.0	-1.2	100.0	-11.4	2.2	12.3	-3.9	14.4	103.0
CCN(CC)c1cc(C)c2cc(NC(=O)c3ccccc3F)ccc2n1	3.0	0.9	103.0	-22.4	1.8	-22.1	-11.1	6.1	103.0
Cc1cc(N2C(=O)C(O)=C(C(=O)c3ccc(C)o3)C2c2cccs2)no1 (centres undefined)	0.0	0.0	100.0	-15.6	-3.8	22.5	-6.8	-7.1	100.0
Cc1c(NC(=O)Nc2cccc(C#N)c2)c(=O)n(-c2ccccc2)n1C	1.0	-0.4	103.0	-0.3	-3.8	0.2	-7.1	-10.2	101.0
O=C(Nc1cc(Cl)ccc1O)C1CC(c2ccccc2O)=NO1 (centres undefined)	2.0	4.1	107.0	16.9	0.8	5.5	-3.8	1.3	110.0
C(=C\c1nc2ccccc2[nH]1)/c1ccccc1	-10.0	-5.4	66.0	0.2	5.9	5.6	-4.2	21.6	70.0
CCOC(=O)c1sc(NC(=O)CN2CCN(c3ccc(OC)cc3)CC2)nc1C	5.0	-1.2	99.0	9.9	-20.9	-8.8	-5.1	0.4	97.0
COc1ccc(N2C(=NC(=O)C3CC3)SC3CS(=O)(=O)CC32)cc1Cl (centres undefined)	0.0	-0.9	102.0	-8.2	-7.1	-3.9	-6.5	-11.9	96.0
Cc1nnc(SCC(=O)c2c(N)n(C)c(=O)n(C)c2=O)n1Cc1ccccc1	1.0	5.3	100.0	-19.4	-11.2	3.6	-2.0	-14.6	102.0
COC(=O)C1=C(C)N(CCCC(=O)O)C(=O)NC1c1ccccc1Cl (centres undefined)	7.0	0.0	106.0	2.9	.	.	-1.0	.	100.0
COc1ccc(C2=NN3C(C2)c2ccccc2OC32C(=O)N(C)c3ccccc32)cc1 (centres undefined)	.	2.2	.	-10.9	-7.3	0.6	-4.4	-6.8	.
Other structures.
SMILES	MEKK2 mut-MEK5	CRFBP-R2 agonist	MEKK2wt PB1 HTS	CRFR2-BP antag	DNA FID counter	NS3 helicase inh	GalR3 antagonist	SUMO HTRF inh	MEKK3 PB1 HTS
CCOC(=O)C1=C(C)NC(SCC(=O)Nc2nc(C)cs2)=C(C#N)C1c1cccs1 (centres undefined)	.	.	.	.	-17.8	5.0	-7.3	-1.5	.
COc1ccc(Br)cc1CN(C)C(C)C(=O)Nc1cccc(C(C)=O)c1 (centres undefined)	10.0	-3.5	106.0	4.2	-3.7	-15.8	-2.6	-8.8	107.0
COc1cc(-c2nnn(CC#N)n2)ccc1OCc1ccccc1	4.0	-0.6	104.0	6.0	-10.3	-9.6	-3.0	13.2	105.0
CCCSC1=C(C#N)C(c2cc(OC)ccc2OC)CC(=O)N1 (centres undefined)	-3.0	-3.6	108.0	0.5	2.5	1.5	3.7	-0.4	105.0
COc1cc(OC)cc(C(=O)NN2CCCCC2)c1	-9.0	-0.3	86.0	-20.2	-7.5	-1.0	-4.3	-8.5	88.0
Cc1cccc(NC(=O)COc2ccc(Br)cc2C)n1	3.0	4.1	103.0	-8.5	-19.2	7.2	-4.7	7.5	103.0
CCn1c(SCc2nc3scc(-c4ccccc4)c3c(=O)[nH]2)nnc1-c1cccs1	-1.0	-2.6	96.0	-12.4	-30.4	11.4	-4.1	29.3	123.0
CCOCCCNCc1ccc(Cl)cc1	0.0	2.4	109.0	-10.5	2.5	8.9	-2.1	4.0	126.0
O=C(O)c1nn(CCSc2ccccc2F)c(=O)c2ccccc12	0.0	-0.2	96.0	-11.0	-13.9	5.7	26.6*	14.4	102.0
Cc1ccc(-c2nnc(-c3ccccc3)c(N3CCOCC3)n2)cc1	1.0	0.6	96.0	-6.6	-22.1	-2.2	-3.1	-10.6	97.0
